mHTT CaM bind – mHTT-calmodulin interaction abrogation; AlphaScreen His-mHTT/GST-CaM binding, luminescence; inhibition, % at 15 µM; 3.6% of 190,000 active;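 further: 0% = both proteins with DMSO and 100% = one protein alone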
Pf apPOL block – Pf-apPOL DNA polymerase inhibition. Recombinant Pf-apPOL, molecular beacon fluorescence, 1.5 h. inhibition, % at 10 µM. 0.25% of 210,000 active. AID 1794808
* = called active by the depositor; i = inactive; x = no result given; + = active, no number; & = joins results of further samples. No stated cut-off is given here; in the data, active means inhibition above about 50%; inactive means the rest. Rows are unselected. About 3.5% of those tested had a hit in this group.

Every second line gives: mHTT CaM bind | Pf apPOL block
> CC(=O)NC(C)(CC(=O)c1ccccc1)c1ccccc1 (stereo not drawn)
    -6 | -2
> CCOc1ccc(C2C(C(=O)Nc3cccc(C(F)(F)F)c3)=C(C)NC3=C2C(=O)CCC3)cc1 (stereo not drawn)
    19 | -3
> CC(=O)C1=C(O)C(=O)N(c2ccc(Br)cn2)C1c1ccc(F)cc1 (stereo not drawn)
    2 | -6
> CCOC(=O)N1CCN(CCC(=O)Nc2cccc(Br)c2)CC1
    -1 | 3
> Cc1ccc2c(c1)C(=O)N(c1c(C)cccc1Cl)C2=O
    -13 | 3
> O=C(NCc1ccccc1)C1CCCN(c2ncnc3c2nc2n3CCCCC2)C1 (stereo not drawn)
    3 | -2
> CC(=O)N1CCc2sc(S(=O)(=O)Nc3cc(C)ccc3C)cc2C1
    -1 | -4
> Cc1c2c(nn1-c1ccccc1)CC1C2C1(C)C (stereo not drawn)
    -37 | -8
> CCc1ccccc1NC(=O)N1CCCC1c1cccc(F)c1 (stereo not drawn)
    -9 | -4
> Cc1cc(F)c(F)cc1C(=O)N1CCN(c2ccc([N+](=O)[O-])cc2F)CC1
    21&14 | 2&15
> CCCn1c(C2CCN(C(=O)c3ccc4c(c3)OCO4)C2)nc2cccnc21 (stereo not drawn)
    3 | 1
> CC(=O)N1c2c(cc(Br)cc2S(=O)(=O)N2CCN(c3ccccn3)CC2)CC1C (stereo not drawn)
    6 | -5
> [Li+]
    x | 10
> COc1ccc(-n2nc(C(=O)Nc3ccc(OC)c(OC)c3)c3ccccc3c2=O)c(OC)c1
    30 | -3
> COc1ccc(OC)c(C2=NOC(C(=O)Nc3cccc(O)c3)C2)c1 (stereo not drawn)
    -2 | -4

Some values from above:
CC(=O)N1c2c(cc(Br)cc2S(=O)(=O)N2CCN(c3ccccn3)CC2)CC1C (stereo not drawn) in mHTT CaM bind: 6
CCOc1ccc(C2C(C(=O)Nc3cccc(C(F)(F)F)c3)=C(C)NC3=C2C(=O)CCC3)cc1 (stereo not drawn) in Pf apPOL block: -3
CCOC(=O)N1CCN(CCC(=O)Nc2cccc(Br)c2)CC1 in Pf apPOL block: 3
CC(=O)NC(C)(CC(=O)c1ccccc1)c1ccccc1 (stereo not drawn) in mHTT CaM bind: -6
CC(=O)C1=C(O)C(=O)N(c2ccc(Br)cn2)C1c1ccc(F)cc1 (stereo not drawn) in Pf apPOL block: -6

Later entries.
Every second line gives: mHTT CaM bind | Pf apPOL block
> CCOc1ccc(NC(=O)C2CCCN(c3ncnc4c3nc3n4CCCCC3)C2)cc1 (stereo not drawn)
    27 | -4
> Cc1cc(C)cc(C(=O)N2CCCC2c2nc(-c3ccccc3C)no2)c1 (stereo not drawn)
    -6 | 0
> Cn1nc(-c2ccccc2)cc1C(=O)N1CCN(C(=O)C2CC2c2cccs2)CC1 (stereo not drawn)
    8 | -7
> O=[N+]([O-])c1cc(S(=O)(=O)C(F)(F)F)ccc1Cl
    3 | -8
> COc1ccc(C(=O)Nc2ccc3oc(-c4ccncc4)nc3c2)cc1[N+](=O)[O-]
    -5 | -3
> CSc1nc(Nc2cccc(C(F)(F)F)c2)c(C#N)c(-c2ccccc2)n1
    -2 | -3
> COC(=O)c1sccc1NC(=O)N1CCCC1c1cc(C(C)C)no1 (stereo not drawn)
    8 | -1
> Cc1ccc(NC(=O)c2ccccc2NC(=O)CCC(=O)O)cc1C
    4 | -9
> O=C(CN1CCN(S(=O)(=O)c2ccc(F)cc2)CC1)Nc1cc(Cl)ccc1Cl
    -8 | -8
> CCOc1cccc2c1OC1(C)CC2NC(=O)N1c1ccc(OC)cc1 (stereo not drawn)
    -1 | 7
> Cc1nn(-c2ccccc2)c(-n2cccc2)c1C(=O)N(C)C
    0 | 0
> COc1cccc(CCC(=O)N2CCC3(CC2)NC(=O)N(Cc2ccc(C)cc2)C3=O)c1
    14 | -7
> CC(C(=O)N1CCCC1)N(c1ccc(Oc2ccccc2)cc1)S(C)(=O)=O (stereo not drawn)
    4 | -3
> O=C(O)c1ccc(Nc2ccc(Cl)c(C(F)(F)F)c2)c([N+](=O)[O-])c1
    25 | -8
> COc1cc2c(cc1OC)CN(Cc1ccc([N+](=O)[O-])cc1)CC2
    6 | -3

Next entries:
Every second line gives: mHTT CaM bind | Pf apPOL block
> Cc1ccccc1C(=O)N1CCN(c2ccc(Br)cc2)C(=O)C1C (stereo not drawn)
    -4 | -5
> Cc1ccc(C(=O)Nc2cccc(O)c2)cc1S(=O)(=O)N1CCC(C)CC1
    7 | -37
> N#CC1(CN2C(=O)C3(OCCO3)c3ccccc32)CC=CCC1 (stereo not drawn)
    x | -4
> COc1ccc(C2=NOC(C(=O)NCc3ccco3)C2)cc1OC (stereo not drawn)
    7 | -8
> CC1(C)OC(=O)C(=Cc2cc(Br)c(O)c(Br)c2)C(=O)O1
    3 | -7
> COc1ccc(CNC(=O)c2ccc3c(c2)N(C)C(=O)C2CCCCN32)c(OC)c1 (stereo not drawn)
    29 | 2
> CC(C)NC(=O)c1cc(Sc2ccc(F)cc2)nc2ccccc12
    4 | 0
> CC(C)(C)C(=O)Nc1cc(C(F)(F)F)ccc1Cl
    1 | -15
> CCCc1ccc(C(=O)Nc2nc3ccc(OC)cc3s2)cc1
    18 | -1
> CN1C(=O)CC(N2CCN(Cc3ccc(Cl)cc3)CC2)C1=O (stereo not drawn)
    -3 | -1
> CC1(C)CC2CC(C)(CN2C2CC(=O)N(c3ccc(F)cc3)C2=O)C1 (stereo not drawn)
    5&-1 | -11&-2
> C=CCNC(=O)c1cc2c(=O)n3ccccc3nc2n(C2CCCC2)c1=N
    5 | -10
> Cn1cnnc1SCCNC(=O)c1csc(-c2cc3ccccc3n2C)n1
    0 | -3
> O=C(c1cccc([N+](=O)[O-])c1)N1CCOCC1
    0 | -5
> C=CCn1c(SC/C=C(\C)Cl)nc2c1c(=O)[nH]c(=O)n2C
    18 | 1

Carrying on:
Every second line gives: mHTT CaM bind | Pf apPOL block
> CC1=CC(=O)C(C(C)C)=C/C1=N\OC(=O)c1cccs1
    + | 7
> O=C1C2CC=C(Cl)CC2C(=O)N1c1ncn[nH]1 (stereo not drawn)
    9 | x
> N#CC1=C(N)OC2=C(C(=O)CCC2)C1c1ccc(Br)cc1 (stereo not drawn)
    0 | -2
> O=C(C=Cc1ccccc1)NCCC(O)c1ccoc1 (stereo not drawn)
    0 | -3
> COc1ccc(CCNC(=O)c2cc(S(=O)(=O)N3CC(C)CC(C)C3)ccc2F)cc1OC (stereo not drawn)
    8 | 12
> CC1C(=O)N(c2ccc(F)cc2F)CCN1C(=O)COc1ccc(Cl)cc1 (stereo not drawn)
    -4 | -7
> CCOC(=O)c1csc(NC(=O)CCS(=O)(=O)Cc2ccccc2)n1
    -3 | 0
> O=C1OC(Nc2ccc(Br)cn2)c2ccccc21 (stereo not drawn)
    -8 | 0
> O=C(Nc1cc(Cl)cc(Cl)c1)N1CCCN(Cc2ccccc2)CC1
    x | -11&-8
> O=C(COc1ccccc1[N+](=O)[O-])Nc1ccc(Cl)cn1
    7 | -7
> CCOC(=O)CNC(=O)N1CCC(n2c(-c3ccc(F)cc3)nc3cccnc32)C1 (stereo not drawn)
    2 | -1
> CCC1(c2ccccc2)OC(c2cc(Cl)cc(Cl)c2O)Nc2ccccc21 (stereo not drawn)
    x | 1
> O=C(Nc1ccc2c(c1)OCO2)C(=O)Nc1ccc2c(c1)OCO2
    -6 | -10
> COC(=O)c1ccc2c(=O)n(-c3ccccc3)c(N3CCN(c4ccccn4)CC3)nc2c1
    -13 | 0
> CCCCOc1ccc(C2=N/C(=C\c3ccccc3OCC)C(=O)O2)cc1
    -3 | 4

Molecules from the list above that contain an NH in an aromatic ring:
Every second line gives: mHTT CaM bind | Pf apPOL block
> C=CCn1c(SC/C=C(\C)Cl)nc2c1c(=O)[nH]c(=O)n2C
    18 | 1
> O=C1C2CC=C(Cl)CC2C(=O)N1c1ncn[nH]1 (stereo not drawn)
    9 | x

Next part
Every second line gives: mHTT CaM bind | Pf apPOL block
> Cc1ccc(CS(=O)(=O)CCC(=O)NCc2ccc(F)cc2)cc1
    -3 | -8
> O=c1oc2c(CN3CCOCC3)c(O)ccc2cc1-c1nc2ccccc2[nH]1
    -2 | -1
> COc1ccc(/C=N/OC(=O)Nc2cccc(C)c2)cc1
    i | -4
> CCCc1cc(C2CCCN2C(=O)Cc2cccc(Cl)c2)no1 (stereo not drawn)
    3 | 2
> COc1ccc(NC(=O)c2ccc(N3C(=O)CCC3=O)cc2)c([N+](=O)[O-])c1
    -18 | -3
> CN(C)CCN1C(=O)c2oc3ccccc3c(=O)c2C1c1ccc([N+](=O)[O-])cc1 (stereo not drawn)
    1 | -10
> COc1ccc(C2=N/C(=C\C(Cl)=C\c3ccccc3)C(=O)O2)c(Cl)c1
    5 | 1
> O=[N+]([O-])c1cnn(-c2cnc3ncnn3c2)c1
    -9 | x
> O=c1oc(-c2cccc(F)c2)nc2c1cnn2-c1ccccc1
    11 | -1
> CC(C)(C)NC(=O)Cn1nnc(-c2ccccc2Cl)n1
    3 | -2
> O=C1OC(c2ccc([N+](=O)[O-])cc2)=N/C1=C\c1cccs1
    -3 | -4
> N/C(=N\OC(=O)COc1ccc(Cl)cc1Cl)c1ccccn1
    i | -14
> Nc1nc(F)cc(Oc2ccc(I)cc2)n1
    -4 | 0
> Cc1[nH]nc(SCC(=O)NC2CCCC2)c1[N+](=O)[O-]
    3 | -5
> Cc1ccc2nc3c(C(=O)N4CCN(Cc5ccccc5)CC4)cccn3c(=O)c2c1
    84* | -3

(more compounds)
Every second line gives: mHTT CaM bind | Pf apPOL block
> O=C(Cc1ccccc1)N1N=C(c2ccc(Br)cc2)CC1(O)C(F)(F)F (stereo not drawn)
    -3 | -3
> COc1ccc([C@@H]2C[C@@H](c3ccccc3)Oc3c(C)ccc(C(C)C)c32)cc1
    0 | -4
> COc1cc(NC(=O)c2cc3ncc(Br)cn3n2)cc(OC)c1OC
    8 | 1
> CNC(=O)CSc1ncc(-c2ccc(Br)cc2)n1Cc1ccccc1
    69* | -8
> COc1ccc(NC(=O)Nc2ccccc2OC)cc1
    -3 | 2
> COCCC1CCN(C(=O)Cc2cccc(OC)c2)CC1
    -6 | -4
> O=C(Cc1ccc(F)cc1)N1CCN(c2ccc(F)cc2)CC1
    1 | -7
> O=C(O)CCSCC(=O)c1ccc(OC(F)F)cc1
    -3 | -8
> COc1ccc(S(=O)(=O)N(CC(=O)N(C)C)c2ccc(Cl)cc2)cc1
    5 | -1
> Nc1nonc1C(=O)N1CCCCC1
    -6 | x
> Cc1ccc(S(=O)(=O)N(C)CC(=O)Nc2c(C)cc(C)cc2C)cc1
    -2 | -3
> CCOC(=O)CCC(=O)N1CCN(c2nnc(SCC(=O)NC(C)C)s2)CC1
    -7 | -1
> C#CCNc1sc(C(C)=O)cc1[N+](=O)[O-]
    x | -7
> c1ccc(-c2ccc(-c3nc4ccc(-c5ccccc5)cc4o3)cc2)cc1
    x | -1
> COc1ccc(-c2c(C)c3ccc(OCC(=O)OC(C)(C)C)cc3oc2=O)cc1OC
    -2 | -9

The list continues.
Every second line gives: mHTT CaM bind | Pf apPOL block
> Cc1ccc(CN2CCCN(S(C)(=O)=O)CC2)s1
    27 | -3
> CCc1cccc(CC)c1NC(=O)CN(C)S(=O)(=O)c1ccc(Br)s1
    -5 | -1
> Cc1cc(C)n(-c2ccc(=O)n(CCNC(=O)Cc3noc4ccccc34)n2)n1
    -7 | -5
> COc1ccc2cc3cc(C(=O)NC4CCCC(C)C4C)oc3nc2c1 (stereo not drawn)
    -3 | 0
> COc1cc(OC)c(OC)cc1CN1CCc2nc(N3CCC(C)CC3)ncc2C1
    10 | -6
> O=C(CSc1nnc(-c2cccc(F)c2)n1-c1ccccc1)NCc1ccccc1
    -5 | -2
> CCOc1ccccc1C(=O)N1CCCC1c1nc(-c2ccccc2OC)no1 (stereo not drawn)
    5 | -1
> Cc1cc(C)nc(SCCCn2c(=O)[nH]c3ccccc32)n1
    18 | -2
> Cn1c2ccccc2c2c1cc(C#N)c(=O)n2-c1ccc([N+](=O)[O-])cc1
    -4&-2 | 4&4
> COCCCNS(=O)(=O)c1ccc2c(c1)OCCO2
    -5 | -2
> COc1ccccc1NC(=O)C1=C(C)Nc2nnnn2C1c1ccc(F)cc1 (stereo not drawn)
    9 | -4
> O=C1OC(c2cccc([N+](=O)[O-])c2)=N/C1=C\c1ccc(F)cc1
    -2 | 0
> COc1ccc(NC(=O)CSC2=NN3CCCC(=O)N=C3S2)cc1
    -1 | 1
> COc1ccc(C)cc1NS(=O)(=O)c1ccc(NS(=O)(=O)c2ccccc2)cc1
    4 | -10
> CCOC(=O)c1c(-c2ccccc2)oc2ccc(OC(=O)C(C)C)cc12
    -29 | -3

(more compounds)
Every second line gives: mHTT CaM bind | Pf apPOL block
> CCC(=O)NCCc1csc(C2CCN(C(=O)Cc3ccccc3C)CC2)n1
    5 | 0
> O=C(NCc1ccccc1)C1CC1(c1ccccc1)c1ccccc1 (stereo not drawn)
    -10 | 0
> CCc1ccccc1NC(=O)c1cc(C)n2nc(C)cc2n1
    -7 | -3
> Cc1ccc(SCCNC(=O)c2ccccc2)cc1
    -10 | -1
> CC(=O)N1/C(=C/c2ccc([N+](=O)[O-])cc2)C(=O)c2ccccc21
    5 | 9
> N#Cc1ccc(C(=O)N2CCC(c3ccn4ncc(C(=O)N5CCCCC5)c4c3)CC2)cc1
    1 | -1
> O=C1OC(c2cccc(Cl)c2)=N/C1=C\c1ccccc1I
    5 | 21
> CCSc1nc2ccccc2c(=O)n1CC
    2 | -10
> O=C(C(c1ccccc1)c1ccccc1)N1CCN(c2ccc(F)cc2)CC1
    64* | 0
> Cc1c(C(=O)Nc2c3c(nn2C(C)(C)C)CSC3)cccc1[N+](=O)[O-]
    92* | 3&3
> CCOc1ccc(N2C(=O)CC(N3CCCC3)C2=O)cc1 (stereo not drawn)
    1 | -4

Three entries from above, reformatted.
| smiles | mHTT CaM bind | Pf apPOL block |
| --- | --- | --- |
| CC(=O)N1/C(=C/c2ccc([N+](=O)[O-])cc2)C(=O)c2ccccc21 | 5 | 9 |
| CCc1ccccc1NC(=O)c1cc(C)n2nc(C)cc2n1 | -7 | -3 |
| O=C(C(c1ccccc1)c1ccccc1)N1CCN(c2ccc(F)cc2)CC1 | 64* | 0 |

Assay outcomes deposited in PubChem by University of Kansas High Throughput Screening Laboratory.
